Compound activity deposited in PubChem BioAssay by National Center for Advancing Translational Sciences (NCATS).
HCV inh = HCV inhibition; Potency, µM (top dose mostly 41.8 µM), for inactives: at the highest dose activity change, negative = inhibition, actives largely listed as inhibitors; Huh7.5.1 HCVcc-Cre infection, luciferase reporter, 44 h; 3.4% of 340,000 active; AID 651820; further: potency means the concentration at half of the fitted maximal effect
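Compounds are dispensed onto cells plated 4 h earlier at 1,000 per well, with HCVcc-Cre virus (about 0.5 moi) added next. Following 44 h of culture, luminescent signal is measured for 15 sec after 15 min with substrate at room temperature.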
AMA1 RON2 block = inhibitors of Plasmodium falciparum AMA1-RON2 interaction. AlphaScreen AMA1-biotinylated RON2 peptide binding. Potency, µM (highest dose often 58.2 µM), for the others: at the highest dose activity change, negative = inhibition, usual class: inhibitors. 0.2% of 360,000 active;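 further: potency means the concentration at half of the fitted maximal effect; 0% = vehicle wells and -100% = peptide control; nearly all actives have a fitted effect of over 45% in size; some results filed as inactive show a strong effect at the top dose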
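AMA1 (3D7) with his tag at 25 nM final met compounds first, then biotinylated RON2 peptide at 25 nM; detection used donor plus acceptor beads, 10 µg/mL apiece, read by AlphaScreen after 30 min at room temperature.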
AmpC detergent = AmpC beta-lactamase inhibition with detergent present. AmpC hydrolysis of nitrocefin, absorbance 480 nm, 0.01% Triton. 0.041% of 370,000 active. Potency, µM (doses to about 114 µM), for the others: top-dose activity change, negative = inhibition, most hits filed as inhibitors. P00811. AID 485294;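 further: potency means the concentration at half of the fitted maximal effect; 0% = no-compound wells and -100% = no-enzyme wells; nearly all actives have a fitted effect of over 25% in size; some results filed as inactive show a strong effect at the top dose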
Target sequence (P00811 whole entry, looked up): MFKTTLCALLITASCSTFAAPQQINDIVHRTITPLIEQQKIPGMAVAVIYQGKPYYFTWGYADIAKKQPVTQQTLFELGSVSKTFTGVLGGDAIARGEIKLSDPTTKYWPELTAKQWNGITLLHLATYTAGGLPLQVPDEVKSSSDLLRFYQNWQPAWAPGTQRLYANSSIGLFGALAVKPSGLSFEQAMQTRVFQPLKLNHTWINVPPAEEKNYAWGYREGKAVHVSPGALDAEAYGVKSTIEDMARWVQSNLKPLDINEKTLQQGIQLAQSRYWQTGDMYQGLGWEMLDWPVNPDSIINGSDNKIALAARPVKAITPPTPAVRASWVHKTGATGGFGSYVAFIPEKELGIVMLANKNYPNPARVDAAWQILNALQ
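AmpC (5.3 nM in the dispensed reagent) in 20 mM phosphate pH 7.0 with 0.01% (detergent screen) or 0.0001% Triton X-100 was preincubated with compounds for 15 min at room temperature. Nitrocefin was then added from an 800 uM solution, and hydrolysis was followed at 480 nm.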
Tb PYK inh = blocks Trypanosoma brucei pyruvate kinase; Q57TT1; TbPYK enzyme, Kinase-Glo Plus ATP luminescence, 45 min; 0.12% of 410,000 active; Potency, µM (doses to about 76.8 µM), for the others: top-dose activity, negative = inhibition, actives largely listed as inhibitors; further: potency means the concentration at half of the fitted maximal effect; nearly all actives have a fitted effect of over 50% in size
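T. brucei PYK with substrate was exposed to pin-transferred compounds across a concentration series, then started with 130 uM ADP (final). After 45 min at room temperature, Kinase-Glo Plus luminescence was read, normalized and curve-fitted.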
HCMV inh = human cytomegalovirus inhibition; HFF cells, HCMV-luciferase reporter, 72 h; stronger effect = lower value; activity change, negative = inhibition, % at 57.5 µM; 4.5% of 410,000 active; AID 1259415; in the data active means activity change below about -60%; inconclusive means no clear call, values can overlap the other calls; inactive means above about -39%
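HFF cells seeded 16 h at 37C, treated with compounds, infected with luciferase-reporter HCMV at MOI 1 PFU/cell; luciferase read at 72 h post infection, normalized to buffer-only and Salinomycin controls.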
AmpC no deterg = inhibitors of E. coli AmpC beta-lactamase without detergent; Potency, µM (series often up to 57.1 µM), without a hit: at the top dose activity change, negative = inhibition, actives largely listed as inhibitors; 0.52% of 330,000 active; P00811; AmpC nitrocefin hydrolysis, absorbance 480 nm, 0.0001% Triton; AID 485341;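 further: potency means the concentration at half of the fitted maximal effect; plate controls were no compound for no effect and no enzyme for full effect; nearly all actives have a fitted effect of over 20% in size; some results filed as inactive show a strong effect at the top dose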
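20 mM phosphate pH 7.0 + 0.01% (detergent screen) or 0.0001% Triton X-100; 5.3 nM AmpC reagent; cpd preinc 15 min RT; nitrocefin (800 uM stock) to start; A480 q20 s × 4 min; Activity was normalised to no-enzyme and no-compound control wells.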
LmPK inh = LmPK (Leishmania mexicana) enzyme inhibition | Q27686 | purified LmPK, Kinase-Glo ATP luminescence, 1 h | Potency, µM (highest dose often 57.5 µM), for the others: at the top dose activity change, negative = inhibition, hits mostly inhibitors | 0.37% of 290,000 active | AID 1721; further: potency means the concentration at half of the fitted maximal effect
Target sequence (Q27686 whole entry, looked up): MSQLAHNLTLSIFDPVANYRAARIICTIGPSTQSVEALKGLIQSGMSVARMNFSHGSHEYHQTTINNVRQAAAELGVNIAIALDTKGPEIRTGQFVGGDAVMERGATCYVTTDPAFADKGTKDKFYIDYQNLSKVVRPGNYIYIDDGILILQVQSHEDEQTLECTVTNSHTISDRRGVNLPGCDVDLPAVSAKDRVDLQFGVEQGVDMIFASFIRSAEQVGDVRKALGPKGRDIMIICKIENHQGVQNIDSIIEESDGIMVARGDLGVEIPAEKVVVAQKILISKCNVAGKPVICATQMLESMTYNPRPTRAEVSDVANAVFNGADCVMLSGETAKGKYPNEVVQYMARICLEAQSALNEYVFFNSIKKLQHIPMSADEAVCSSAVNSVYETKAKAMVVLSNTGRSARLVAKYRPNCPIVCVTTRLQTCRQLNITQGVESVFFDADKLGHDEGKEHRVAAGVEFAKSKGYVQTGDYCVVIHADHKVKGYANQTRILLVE
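Kinase-Glo luminescence read after 1 h RT reaction of 0.1 nM LmPK with 0.5 mM PEP and 0.1 mM ADP. Activity scaled between uninhibited and enzyme-free controls.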
An asterisk follows results filed as active; u = inconclusive; x = no result given; & = joins results of further samples; [ ] = another dose, or the depositor's remark. Unless noted, the call rests on the fitted dose curve; in most records, active means well fitted curve in the direction sought with a large enough effect; inconclusive means small, poorly fitted or top-dose-only effect, or another doubt; inactive means no such curve, though single readings can be large; an effect the other way counts as inactive or inconclusive. Unless noted, on the % scale 0 is the no-effect control and ±100 the full control effect.

Below each SMILES: HCV inh, AMA1 RON2 block, AmpC detergent, Tb PYK inh, HCMV inh, AmpC no deterg, LmPK inh
CC(=O)OCC1(C)CN(c2ccccc2)N(C(=O)c2ccc(C(C)(C)C)cc2)C1=O (configuration not stated)
  7.5%, 8.5%, 2.8%, 4.8%, 21.2, 116.9%[activator], -5.7%
COc1ccc(N(CC(=O)Nc2ccc(OC)cc2OC)S(=O)(=O)c2ccccc2)cc1
  u, -20.0%, -4.8%, -0.8%, -64.6*, 9.3%, 4.3%
CCc1ccc(NS(=O)(=O)c2ccc(NC(=O)N3CCCC3)cc2)cc1
  x, x, 2.2%, 4.3%, 17.4, x, x
O=C(Nc1ccc(-c2cn3c(n2)SCC3)cc1)c1ccc2ccccc2n1
  u, 26.4%, -0.1%, -2.2%, 9.6, -8.2%, -1.6%
COc1ccc(-n2c(-c3ccccc3)nc3ccccc3c2=O)cc1
  u, 14.9%, 0.3%, 0.6%, -37.5, -7.5%, 1.2%
Cc1ccc(C(=O)NNC(=O)CSc2nnc(-c3ccncc3)n2C)cc1
  17.8%, 7.4%, -10.9%, -1.2%, -15.7, -16.2%, -6.2%
CC(=O)NC(C)c1nc2ccccc2n1Cc1ccccc1Cl (configuration not stated)
  x, x, 4.2%, 2.6%, -2.7, x, x
FC(F)(F)C1=NNC(c2ccc3ccccc3c2)=NN1
  x, 16.2%, x, 2.9%, -34.5, x, x
O=c1[nH]c2ccccc2n1C1CCN(Cc2ccc(-c3nc4ccc(F)cc4nc3-c3ccccc3)cc2)CC1
  x, u, x, 5.1%, -23.1, x, x
CC/C(C)=N/Oc1nc(C)cc(C)n1
  14.7%, -2.5%, 0.8%, 2.3%, 15.8, 3.1%, 1.1%
CCOc1ccc(C(=O)Oc2c(Sc3ccccc3)c(C)nn2C(C)(C)C)cc1OCC
  x, x, 1.6%, 0.0%, -3.4, x, x
O=C1NC(=O)c2c(NC(=O)C3CCCO3)cccc21 (configuration not stated)
  -5.5%, 13.1%, -0.3%, -2.4%, -13.5, x, 1.2%
Cc1cc(C)c2nc(-c3ccccn3)cc(C(=O)Nc3cc(C)on3)c2c1
  u, -8.5%, -1.3%, -11.4%, -17.2, 0.5%, -1.8%
CCCCNC(=S)NNC(=O)CCn1nc(C)c(Br)c1C
  16.8%, 79.9%[activator], -2.9%, -14.2%, -106.4*, -6.3%, 3.1%
Oc1cccc(NC(=S)N=Nc2c(O)[nH]c3ccccc23)c1
  -1.4%, 46.5%[activator], 10.3%, -3.9%, 0.0, -46.4%, 0.1%
CC(C)=CCC/C(C)=C/CNC(=O)C[C@H]1C[C@H](C(=O)N2CCCCC2)[C@@]2(C)c3[nH]c4cc(CCC(=O)N(C)C)ccc4c3CCN2C1=O
  7.94µM*, -25.0%, x, -8.5%, x, 266.0%[activator], x
CC(=O)Nc1ccc(S(=O)(=O)NCCc2ccccc2)cc1
  u, -0.3%, -10.2%, -4.1%, -0.8, -26.8%, -10.3%
O=C(Nc1ccc(Cl)cn1)C1CCCN1S(=O)(=O)c1ccc(Cl)cc1 (configuration not stated)
  -27.1%, -3.7%, -12.2%, 0.0%, -37.2, -31.0%, 4.9%
O=C(Nc1ccc2oc(-c3ccc4ccccc4c3)nc2c1)c1cc(Cl)ccc1Cl
  x, x, 3.8%, -2.8%, -30.2, x, x
O=[N+]([O-])c1ccc2c(c1)C(=Nc1ccccc1)c1ccccc1-2
  -21.0%, u, x, 3.5%, -92.3*, x, x

Remaining list, next part
Below each SMILES: HCV inh, AMA1 RON2 block, AmpC detergent, Tb PYK inh, HCMV inh, AmpC no deterg, LmPK inh
CC1(C(=O)NS(=O)(=O)c2cccs2)CCN1C(=O)C1(c2ccc(Cl)cc2)CC1 (configuration not stated)
  x, 9.8%, x, 6.0%, 7.8, x, x
O=S1(=O)CCOC[C@H](Cc2ccccc2)N1Cc1ccc(F)cc1
  17.3%, 15.3%, x, 5.6%, -66.8*, x, x
COc1ccccc1CNC(=O)COc1ccc2c(c1)CCC2
  -5.5%, 0.0%, -1.2%, 6.7%, 0.7, 0.0%, -1.2%
COc1cccc(/C=C/C(=O)NCC2CCCCC2)c1
  20.2%, -19.3%, x, 4.3%, 50.1, x, x
Cc1ccc(S(=O)(=O)c2nc(NCc3ccc4c(c3)OCO4)sc2Cl)cc1
  -24.9%, -16.2%, 4.0%, -15.8%, -3.2, -39.8%, 1.8%
CC(CCc1ccccc1)NC(=O)COC(=O)C12CC3CC(CC(Br)(C3)C1)C2 (configuration not stated)
  46.7%[activator], -0.3%, -11.4%, -5.9%, 18.3, 2.9%, -0.5%
CC1(C(=O)NCC2CC2)CCN1C(=O)C/C=C/c1ccccc1 (configuration not stated)
  x, -3.7%, x, -6.6%, 1.6, x, x
Cc1cc([N+](=O)[O-])ccc1NCc1cccc([N+](=O)[O-])c1
  u, 5.3%, 3.2%, 6.3%, -25.6, -38.0%, 4.7%
CCCCn1c(O)c2n(c1=O)Cc1ccccc1N=C2c1ccccc1
  x, 0.0%, x, -0.4%, 2.4, x, x
CCOC(=O)N/N=C\c1ccc(OC/C=C/c2ccccc2)cc1
  2.6%, 1.3%, u, 1.2%, 1.5, -16.6%, 6.2%
COc1ccc(CCN2C(=O)NC(NS(=O)(=O)c3ccccc3)(C(F)(F)F)C2=O)cc1OC (configuration not stated)
  14.7%, 12.3%, -7.2%, -7.2%, -10.3, -18.1%, -3.6%
CC(C)Nc1ccc(C(CC(N)=O)NC(=O)Cc2ccc(Br)cc2)cc1[N+](=O)[O-] (configuration not stated)
  8.8%, -4.2%, -1.3%, -4.2%, u, 32.7%, 4.8%
O=S(=O)(Nc1ccc(S(=O)(=O)N2CCCC2)cc1)c1ccc(F)cc1
  -1.6%, 20.2%, -5.8%, -1.2%, -14.4, -16.9%, 1.4%
O=C(CCN1C(=O)c2cccc3cccc(c23)C1=O)N1CCN(c2ccccc2F)CC1
  7.2%, -9.7%, -1.8%, -0.6%, -22.2, -2.2%[2.29 µM], -0.5%
Cc1ccc2c(c1)c(=O)c(S(=O)(=O)c1ccc(C)c(C)c1)cn2CC(=O)Nc1ccccc1
  x, x, 3.5%, -3.0%, 15.1, x, x
O=C(Cc1cccs1)Nc1nc2ccccc2s1
  -20.8%, -3.8%, -7.6%, 2.2%, 12.8, -30.1%, -0.7%
C[C@H](CO)N1C[C@H](C)[C@H](CN(C)C(=O)Nc2ccc(C(F)(F)F)cc2)Oc2ncc(-c3cccnc3)cc2C1=O
  x, 0.8%, x, -10.4%, 48.3, x, x
CC1CN(C(=O)CNC(=O)Cc2cccc3ccccc23)CC(C)O1 (configuration not stated)
  8.1%, 13.1%, 2.5%, 4.1%, 19.4, -2.7%, x
COC(=O)C1=C(C)OC(N)=C(C#N)C1c1c(C)nn(-c2ccccc2)c1Cl (configuration not stated)
  0.1%&25.9%, 1.9%, -6.0%, -6.4%, 68.9, 21.4%, 4.6%
Oc1ccc(CN2CCN(c3ccccc3)CC2)c2cccnc12
  7.94µM*, -0.6%, u, 3.6%, x, -19.0%, 3.1%

Next section.
Compound	HCV inh	AMA1 RON2 block	AmpC detergent	Tb PYK inh	HCMV inh	AmpC no deterg	LmPK inh
Clc1ccc(-c2nc(-c3ccncc3)no2)c(Cl)c1	9.6%	-9.1%	x	-0.5%	88.6	x	x
Cc1cc(C)c(C(N)=O)c(NC(=O)Nc2ccccc2Cl)n1	-0.3%	16.9%	u	-5.5%	-7.1	-36.4%	0.2%
CC1C/C(=N\Nc2ccc(S(N)(=O)=O)cc2[N+](=O)[O-])CC(C)(C)C1 (configuration not stated)	u	-5.7%	4.8%	0.9%	-1.7	-12.8%	-1.7%
N#Cc1c(-c2cccs2)nc(SCC(=O)c2cccs2)[nH]c1=O	3.0%	-5.7%	u	-5.9%	3.7	10.3%	3.4%
Clc1ccc(-c2nnc3n2-c2ccccc2SC3)cc1	-24.7%	18.3%	2.8%	-6.0%	-7.1	2.3%	-6.9%
COc1ccc(OC)c(C(=O)c2ccc(C(=O)Nc3ccc4ccccc4c3)cc2)c1	u	0.0%	u	-2.3%	u	-29.6%	-0.9%
CCCCn1c(=O)[nH]c(=O)c2c1nc(-c1ccc(C#N)cc1)n2C1CCCC1	13.2%	-3.7%	u	1.1%	u	-29.6%	2.6%
CCSc1nc(-c2ccc(OC)cc2)cc(-c2ccccc2)c1C#N	u	5.7%	u	-0.9%	17.6	-32.4%	0.9%
COc1cccc(NC(=O)[C@@H](NC(=O)N2C[C@H]3C[C@@H](C2)c2cccc(=O)n2C3)C(C)C)c1	-17.1%	-0.7%	u	2.1%	-25.3	7.4%	-9.9%
CCN(CC)S(=O)(=O)c1cc(NC(=O)COc2ccc(C#N)cc2OC)ccc1C	u	0.0%	u	-2.2%	-28.3	-9.6%	1.3%
O=C(COc1ccc(S(=O)(=O)N2CCOCC2)cc1Cl)NC1CCCCC1	13.2%	-11.5%	-8.5%	-13.3%	8.2	118.6%[activator]	2.8%
CCCCCCN1C[C@H](n2cc(COC(=O)c3ccccc3)nn2)[C@@H](O)C[C@@H]1c1ccc(C)cc1	x	5.0%	x	2.2%	-39.0	x	x
O=C1[C@H]2[C@H]3[C@H](O)[C@H](O)C/C(=N\OC[C@@H](O)COCc4ccco4)[C@@H]3CC[C@H]2C(=O)N1c1ccc(F)cc1F	-2.9%[8.37 µM]	x	u	x	x	182.1%[activator]	1.0%

At a glance, part of the list above.
Compound	HCV inh	AMA1 RON2 block	AmpC detergent	Tb PYK inh	HCMV inh	AmpC no deterg	LmPK inh
Cc1cc(C)c(C(N)=O)c(NC(=O)Nc2ccccc2Cl)n1	-0.3%	16.9%	u	-5.5%	-7.1	-36.4%	0.2%
CC1C/C(=N\Nc2ccc(S(N)(=O)=O)cc2[N+](=O)[O-])CC(C)(C)C1 (configuration not stated)	u	-5.7%	4.8%	0.9%	-1.7	-12.8%	-1.7%
N#Cc1c(-c2cccs2)nc(SCC(=O)c2cccs2)[nH]c1=O	3.0%	-5.7%	u	-5.9%	3.7	10.3%	3.4%
Clc1ccc(-c2nnc3n2-c2ccccc2SC3)cc1	-24.7%	18.3%	2.8%	-6.0%	-7.1	2.3%	-6.9%
